Screening results (PubChem BioAssay)
GoLoco inh red – inhibitors of human Gai1-RGS12 GoLoco interaction (red fluorophore). P63096. 230,000 compounds, 0.44% hits. Gai1:RGS12 GoLoco peptide FP, rhodamine, 10 min. Potency, µM (highest dose often 61.6 µM), without a hit: at the highest dose activity, negative = inhibition, hits mostly inhibitors; active = well fitted inhibition curve with a large enough effect, not every such curve was filed as active; inactive = no such curve, though single readings can be large or run the other way; note: % is set by controls: 0 for no effect and ±100 for the full control effect; nearly all actives have a fitted effect of over 30% in size; many of its hits are not listed in these tables
SMN2 splice up – enhancers of SMN2 splice variant expression; Potency, µM (titrated, usually from 46.1 µM), without a hit: at the top dose activity change, positive = activation, most hits filed as activators; HEK293 SMN2-luciferase splicing reporter, luminescence, 30-36 h; 210,000 compounds, 2.8% hits; note: % of control where 0% means no effect; nearly all actives have a fitted effect of over 55% in size
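qHTS luciferase splicing reporter: luminescence rises when SMN2 exon 7 is included in transfected HEK293 cells. Compound exposure lasted 30-36 h at 37C, with 4.5 mM final sodium butyrate as control, followed by a ONE-Glo read.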
RECQ1 inh – inhibitors of human RECQ1 DNA helicase; P46063; RECQ1 DNA unwinding, red fluorescence kinetic read; Potency, µM (titrated, usually from 57.3 µM), for inactives: top-dose activity, negative = inhibition, hits mostly inhibitors; 240,000 compounds, 0.54% hits; AID 2549;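 note: plate controls were vehicle for no effect and no enzyme for full effect; nearly all actives have a fitted effect of over 30% in size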
Target sequence (P46063 whole entry, looked up): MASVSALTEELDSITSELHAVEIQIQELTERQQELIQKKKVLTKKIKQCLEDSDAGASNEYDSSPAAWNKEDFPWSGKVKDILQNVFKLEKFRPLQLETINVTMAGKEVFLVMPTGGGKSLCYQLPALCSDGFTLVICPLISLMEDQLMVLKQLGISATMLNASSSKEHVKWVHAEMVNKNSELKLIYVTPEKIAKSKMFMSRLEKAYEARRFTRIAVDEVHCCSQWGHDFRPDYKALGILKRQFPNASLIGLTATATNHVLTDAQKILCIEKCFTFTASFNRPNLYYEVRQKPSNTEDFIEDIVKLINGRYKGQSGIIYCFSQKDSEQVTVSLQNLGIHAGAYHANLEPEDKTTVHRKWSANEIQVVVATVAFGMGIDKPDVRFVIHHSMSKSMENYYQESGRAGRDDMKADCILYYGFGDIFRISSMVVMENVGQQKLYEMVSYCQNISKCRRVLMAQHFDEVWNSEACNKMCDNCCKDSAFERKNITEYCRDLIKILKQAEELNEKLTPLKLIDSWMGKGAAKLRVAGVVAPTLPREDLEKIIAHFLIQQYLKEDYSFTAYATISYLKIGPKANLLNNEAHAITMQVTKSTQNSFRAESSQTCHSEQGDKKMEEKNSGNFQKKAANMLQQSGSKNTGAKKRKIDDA
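50 nM RECQ1T1 preincubated 15 min with compound in Tris pH 8.0 buffer with MgCl2, DTT, Tween-20 and 2.5 ug/ml poly(dI-dC); started with 200 nM TAMRA/BHQ-2 forked duplex and 2 mM ATP. Unwinding read as fluorescence (525/598 nm), two reads 2 h apart.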
IMPase Li inh – membrane-permeable IMPase blocker, potentiated with lithium | CHO-M1 cells, IP1 TR-FRET (IP-One), carbachol + lithium | Potency, µM (doses to about 59.4 µM), without a hit: top-dose activity, negative = IMPase inhibition, usual class: inhibitors | 210,000 compounds, 0.35% hits | AID 1457;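 note: IP1 builds up when IMPase is blocked and the TR-FRET signal falls; plate controls were basal vehicle for no effect and high inhibitor control for full effect; nearly all actives have a fitted effect of over 50% in size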
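CHO-M1, 2000 cells/well, 16–30 h culture; cpd + low Li+, 30 min 37C; lysis with d2-IP1/Eu-anti-IP1 Ab, 10 min RT; TR-FRET 665/620 ratio and 620 channel; AC50 via Hill.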
NPSR antagonist – neuropeptide S receptor (human) antagonism, cAMP; Q6W5P4; CHO-NPSR cells, cAMP TR-FRET, antagonist mode; Potency, µM (titrated, usually from 38.3 µM), inactives show at the top dose activity change, negative = inhibition, actives largely listed as inhibitors; 220,000 compounds, 1% hits; note: % is set by controls: 0 for no effect and ±100 for the full control effect; nearly all actives have a fitted effect of over 50% in size; many of its hits are not listed in these tables
Target sequence (Q6W5P4 whole entry, looked up): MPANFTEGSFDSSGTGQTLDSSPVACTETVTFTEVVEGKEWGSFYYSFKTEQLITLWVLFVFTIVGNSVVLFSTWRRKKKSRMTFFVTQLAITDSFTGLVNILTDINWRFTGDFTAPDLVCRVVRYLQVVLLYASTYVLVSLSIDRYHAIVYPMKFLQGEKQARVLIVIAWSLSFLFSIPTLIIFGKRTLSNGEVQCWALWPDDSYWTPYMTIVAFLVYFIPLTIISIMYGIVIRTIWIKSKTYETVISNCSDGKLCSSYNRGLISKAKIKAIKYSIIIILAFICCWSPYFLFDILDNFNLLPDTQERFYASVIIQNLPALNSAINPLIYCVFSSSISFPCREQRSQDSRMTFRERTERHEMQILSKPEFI
KDM4E inh – JMJD2E (human) inhibition | Potency, µM (titrated, usually from 57.1 µM), for inactives: top-dose activity change, negative = inhibition, usual class: inhibitors | AID 2147 | 230,000 compounds, 1.6% hits | JMJD2E catalytic domain, FDH-coupled NADH fluorescence (FDH is formaldehyde dehydrogenase) | B2RXH2; active = well fitted inhibition curve with a large enough effect, not every such curve was filed as active; inconclusive = small, poorly fitted or top-dose-only effect, or another doubt; inactive = no such curve, though single readings can be large or run the other way;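 note: 0% = wells with enzyme and -100% = buffer wells without enzyme; nearly all actives have a fitted effect of over 50% in size; many of its hits are not listed in these tables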
Epigenetic reg – derepresses silenced GFP reporter in murine cells. murine LDR cells, GFP reporter derepression, 30 h. Potency, µM (doses to about 53.9 µM), inactives show at the highest dose GFP activation, actives largely listed as activators. 280,000 compounds, 0.2% hits; note: % of control where 0% means no effect; nearly all actives have a fitted effect of over 60% in size
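Murine LDR cells carrying a silenced, genomically integrated CMV-driven GFP reporter were exposed to compound for 30 hours at 37 C. After PBS washes, GFP-positive cells (20–120 um objects) were counted by laser-scanning microplate cytometry.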
KinaseGlo FLuc – Kinase-Glo luciferase inhibition (counter-screen). AID 1379. Kinase-Glo luciferase, ATP luminescence, 8 min. Q27757. Potency, µM (series often up to 38.3 µM), inactives show top-dose activity change, negative = inhibition, actives largely listed as inhibitors. 200,000 compounds, 0.28% hits; note: % is set by controls: 0 for no effect and ±100 for the full control effect; nearly all actives have a fitted effect of over 60% in size
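Inhibition of Kinase-Glo luciferase light generation was assessed at 10 uM ATP in pH 7.2 imidazole buffer, with luminescence measured after eight minutes at ambient temperature.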
* marks the source's active call; other numbers are inactive results; i = inactive; ? = inconclusive; . = not tested or not shown; & = joins results of further samples; [ ] = another dose, or the depositor's remark. Unless noted, calls come from the whole dose curve; as a rule, active = well fitted curve in the direction sought with a large enough effect; inconclusive = small, poorly fitted or top-dose-only effect, or another doubt; inactive = no such curve, though single readings can be large; an effect the other way counts as inactive or inconclusive. Potency is the fitted concentration of half-maximal effect.

SMILES	GoLoco inh red	SMN2 splice up	RECQ1 inh	IMPase Li inh	NPSR antagonist	KDM4E inh	Epigenetic reg	KinaseGlo FLuc
CC1(C)CCCC2=C1CC1C(=O)N(N)C(=O)C1C2 (stereo unspecified)	0.4%	.	-6.2%	.	9.1%	2.5%	2.1%	.
CCCCOC(=O)c1cc2c(cn1)[nH]c1ccccc12	0.4%&4.7%&2.5%	17.8µM*	-10.9%	-1.9%&7.4%&12.7%	.	?	?	4.6%
COc1c(C)cc(Br)cc1C(=O)NCc1cccnc1	5.0%	1.1%	0.0%	-1.8%	1.6%[46.1 µM]	13.4%	1.0%	3.4%
COCCNC(=O)C(c1ccco1)N(C(=O)Cn1nnc2ccccc21)c1ccc(C)cc1C (stereo unspecified)	2.0%	4.0%	-2.6%	29.4%[38.3 µM]	-12.7%[46.1 µM]	9.1%	0.0%	-0.6%
CC(NCC(O)COCCC12CC3CC(CC(C3)C1)C2)c1ccccc1 (stereo unspecified)	14.5%	-43.5%[inhibitor]	i	-16.6%	-52.8%	-2.1%	2.6%	1.9%
CC(=O)N(CCC(Cc1ccccc1)c1ccco1)Cc1ccco1 (stereo unspecified)	9.7%	.	-7.9%	.	?	5.1%	-1.1%	.
CC1CCC(NC(=O)C2(C)CCC(=O)N2Cc2cccnc2)CC1 (stereo unspecified)	-1.1%	7.4%	-11.1%	4.3%[38.3 µM]	-4.6%[46.1 µM]	-0.6%	-0.8%	1.9%
C=CCn1c(SCC(=O)Nc2cc(C)cc(C)c2)nnc1-c1cnccn1	6.1%	-12.1%	i	-5.8%[38.3 µM]	?	-1.5%	-0.8%	1.5%
CCN(CC)CC(=O)Nc1c(C)cc(C(C)(C)C)cc1C	-9.3%	6.0%	i	13.3%[38.3 µM]	2.5%[46.1 µM]	2.4%	0.4%	-2.5%
O=C(N/N=C/C1CC=CCC1)c1ccc(Cl)cc1O (stereo unspecified)	7.5%	25.7%	-2.6%	10.9%	24.5%	3.0%	-1.0%	1.6%
COc1ccc(-c2nnc(SCC(=O)Nc3cc(F)ccc3C)o2)cc1	-4.8%	-3.1%	i	3.9%[38.3 µM]	-8.6%[46.1 µM]	?	1.5%	0.7%
NNC(=O)c1sccc1OCc1ccc(Cl)cc1	-2.3%	-32.4%[inhibitor]	2.0%	39.0%[activator]	-1.9%	10.1%	1.3%	-5.2%
Cc1oc(/C=N/NC(=O)CC2(C)OCCO2)cc1Br	8.0%	8.3%	-9.2%	8.6%	36.3%	-1.0%	1.1%	-3.6%
Cc1ccc(N2CC(C(=O)Nc3ccc4c(c3)OCO4)CC2=O)cc1 (stereo unspecified)	2.4%	3.1%	-10.8%	12.8%[38.3 µM]	0.9%[46.1 µM]	2.0%	-2.3%	-0.5%
CCC1=C2CC[C@H]3C(=O)N(CC)C(=O)[C@H]3[C@H]2[C@@]2(Cc3ccccc3)C(=NCCOC)OC(=O)N2C1=O	3.2%&3.8%	-4.5%	i	-2.3%	16.2%	1.4%&-0.9%	-3.7%&0.4%	2.2%
COc1cccc(CNc2ncnc3cc(Cl)ccc23)c1	14.4%	-39.6%[inhibitor]	i	16.5%	-7.1%	-10.9%	-0.2%	-0.2%
CCOC(=O)C1=C(N)Oc2ccc3ccccc3c2C1c1cccnc1 (stereo unspecified)	6.9%	?	-3.5%	17.9%	-26.5%	1.0%	0.0%	5.0%
CC[C@H](C)C(=O)O[C@H]1CCC=C2C=C[C@H](C)[C@H](CC[C@@H]3C[C@H](O)CC(=O)O3)[C@H]21	0.9%	.	-0.1%	3.5%	.	-6.4%	-2.4%	-3.0%
CCCCN(CC)C(=O)Cn1c(=O)sc2ccccc21	1.5%	17.8%	-3.7%	21.6%[38.3 µM]	-15.4%[46.1 µM]	-3.2%	1.3%	-3.8%
Cc1ccc(S(C)(=O)=NC(=O)NC(=O)c2c(Cl)cccc2Cl)cc1 (stereo unspecified)	-8.0%	.	-1.1%	.	-27.3%	-1.2%	0.0%	.
O=C(Cn1cnc2c(nnn2Cc2ccc(Cl)cc2)c1=O)NCC1CCCO1 (stereo unspecified)	4.7%	-24.2%	-2.0%	20.1%[38.3 µM]	9.5%[46.1 µM]	0.5%	0.0%	-0.7%
COc1ccccc1-n1c(C)nnc1SCC(=O)Nc1cc(C)cc(C)c1	-3.3%	2.7%	i	-7.0%[38.3 µM]	-18.2%[46.1 µM]	-0.2%	-0.7%	1.6%
CCOC(=O)Cn1cnc([N+](=O)[O-])n1	3.8%	-6.7%	-0.8%	-7.1%[38.3 µM]	-1.4%[46.1 µM]	-1.4%	0.7%	-3.2%
Cc1cccc(OCC(=O)N/N=C\C=C\c2ccc3c(c2)OCO3)c1C	5.3%	0.7%	-3.4%	5.4%[38.3 µM]	-10.7%[46.1 µM]	-2.8%	-1.4%	-2.0%
COc1ccc(S(=O)(=O)N2CCOCC2)cc1NC(=O)CN(C)Cc1c(F)cccc1Cl	3.7%	-29.3%	-6.0%	10.8%	-13.6%	3.5%	-8.1%	-1.7%
SMILES	GoLoco inh red	SMN2 splice up	RECQ1 inh	IMPase Li inh	NPSR antagonist	KDM4E inh	Epigenetic reg	KinaseGlo FLuc
O=C(CSc1cccc[n+]1[O-])c1cc2ccccc2o1	65.4%[activator]	-25.3%	-0.6%	-0.3%[38.3 µM]	7.94µM*	31.6µM*	?	-2.3%
Cc1cc(C)cc(Nc2nc(-c3ccc(S(=O)(=O)N4CCCC4)cc3)cs2)c1	3.6%	-53.3%[inhibitor]	-5.3%	5.5%	-53.5%	?	-1.1%	2.2%
COc1ccc(CC(=O)OCC(=O)Nc2ccc(N3CCOCC3)cc2)cc1	8.7%	.	3.2%	.	-8.6%	-0.4%	-1.3%	.
CCOc1ccccc1NC(=O)N1CCC(NC(=O)c2cccc(C)c2)CC1	-27.0%	-12.7%	i	9.6%[38.3 µM]	-8.3%[46.1 µM]	5.8%	-1.5%	0.8%
CC(C)c1ccc(C2C(C#N)=C(N)Oc3c2oc(CO)cc3=O)cc1 (stereo unspecified)	-16.0%	.	-6.5%	0.1%	17.8%	-0.2%	0.0%	1.0%
O=C(NC1CCCCC1)n1c(=O)oc2ccc(Cl)cc21	20.2%	-12.0%	-1.5%	12.2%[38.3 µM]	0.4%[46.1 µM]	-2.4%	-1.1%	-0.5%
CC(=O)Nc1nc(-c2ccc3c(c2)CCN3S(C)(=O)=O)cs1	33.6%[activator]	10µM*	i	-2.9%	-6.2%	-0.3%	-4.9%	3.4%
CN1CCN(CC(=O)N2c3ccccc3C(C)(c3ccccc3)CC2(C)C)CC1 (stereo unspecified)	2.7%	.	-11.3%	19.5%[38.3 µM]	-9.3%[46.1 µM]	-3.4%	-11.1%	4.0%
CCC(c1nnc(SCC(=O)Nc2ccc(C(C)=O)cc2)n1C1CCCCC1)N(C)C (stereo unspecified)	7.6%	13.4%	-5.8%	7.1%	2.0%	7.6%	1.0%	1.3%
CCNCCOC(c1ccccc1)c1ccccc1	0.9%	23.4%	-0.3%	13.0%	1.8%[46.1 µM]	6.0%	-1.0%	5.9%
N/C(CC(=O)Nc1ccc(F)cc1)=N\O	.	.	-3.9%	.	-6.4%[46.1 µM]	-23.0%	0.0%	.
Cn1c(SCC(=O)NNC(=O)Cc2ccccc2)nnc1-c1ccc(Cl)cc1	2.3%	-1.6%	2.6%	0.9%	18.2%[46.1 µM]	-6.9%	-2.2%	1.6%
COc1ccc(NC(=O)CN2C(=O)c3cccc4cccc2c34)cc1OC	18.2%	-28.4%	6.9%	-5.9%[38.3 µM]	-4.4%[46.1 µM]	?	0.0%	-1.1%
CCOc1ccc(CCNC(=O)CCc2c(C)nc3ncnn3c2C)cc1OCC	-0.2%	1.1%	6.8%	-14.4%[38.3 µM]	-4.9%[46.1 µM]	0.1%	-0.9%	1.5%
O=C1C(=O)c2ccccc2C(O)=C1CCCCl	0.2%	.	4.0%	.	?	-15.9%	-0.4%	.
O=C(Nc1nnc(C2CC2)s1)c1ccccn1	10.9%	2.82µM*	-8.7%	3.0%[38.3 µM]	3.0%[46.1 µM]	6.0%	-1.0%	10µM*
O=C(Cc1cccs1)Nc1ccc(NC(=O)c2ccco2)cc1	3.3%	10.3%	i	-7.5%[38.3 µM]	-23.6%[46.1 µM]	-0.7%	-1.6%	9.8%
CC1(C)CC(=O)c2cc(C(=O)N3CCCC(C)(C)C3)c(=O)n(-c3ccccc3)c2C1	5.5%	-7.2%	i	1.2%[38.3 µM]	-14.5%[7.67 µM]	-2.5%	4.0%	-1.0%
O=C(Nc1cccc([N+](=O)[O-])c1)c1cccc(C(=O)Nc2cccc([N+](=O)[O-])c2)c1	12.6%	.	-3.6%	.	9.7%	-6.5%	0.0%	.
Cc1cccc(N2CC(C(=O)Nc3ccc(S(=O)(=O)N4CCOCC4)cc3)CC2=O)c1 (stereo unspecified)	-1.6%	-8.2%	-7.5%	1.8%	-11.4%	3.3%	15.5%	-2.9%
COc1cc(OC)c(S(=O)(=O)Nc2ccccc2NC(=O)CN2CCOCC2)cc1NC(C)=O	7.8%	.	-7.9%	8.1%	-8.0%	0.5%	-1.0%	-2.9%
N#Cc1sc2nc(-c3ccccc3)cc(-c3ccco3)c2c1N	23.0%	-7.7%	?	-11.0%[38.3 µM]	-1.3%[46.1 µM]	?	11.3%	2.3%
CCCCC(=O)N/N=C/c1ccc(-c2ccc([N+](=O)[O-])cc2)o1	24.9%	.	-5.9%	1.6%	31.6%	-11.1%	-1.2%	0.0%

Ordered by value in GoLoco inh red (ascending): 3 of the compounds above.
SMILES	GoLoco inh red	SMN2 splice up	RECQ1 inh	IMPase Li inh	NPSR antagonist	KDM4E inh	Epigenetic reg
COc1cc(OC)c(S(=O)(=O)Nc2ccccc2NC(=O)CN2CCOCC2)cc1NC(C)=O	7.8%	.	-7.9%	8.1%	-8.0%	0.5%	-1.0%
O=C(Nc1nnc(C2CC2)s1)c1ccccn1	10.9%	2.82µM*	-8.7%	3.0%[38.3 µM]	3.0%[46.1 µM]	6.0%	-1.0%
O=C(Nc1cccc([N+](=O)[O-])c1)c1cccc(C(=O)Nc2cccc([N+](=O)[O-])c2)c1	12.6%	.	-3.6%	.	9.7%	-6.5%	0.0%

This is a subset; the hit share may differ from the screen's.
